Source: PubChem BioAssay (several laboratories)
PPARg SRC-1 ag: agonists of human PPARgamma SRC-1 coactivator recruitment; activation, % at 8 µM; PPARgamma-SRC-1 coactivator recruitment biochemical assay; P37231; 0.41% of 200,000 active; AID 631; in the data active = activation above about 19%;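 note: 0% = DMSO and 100% = reference agonist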
PPARg SRC-3 ag: agonists of human PPARgamma SRC-3 coactivator recruitment; biochemical PPARgamma/SRC-3 coactivator recruitment assay; activation, % at 8 µM; AID 731; P37231; 0.26% of 200,000 active; in the data active = activation above about 23%;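 note: 0% = DMSO and 100% = reference agonist; some compounds past the cut are filed as inactive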
ROMK mod: modulates human ROMK potassium channel activity; P48048; Tet-inducible ROMK, thallium flux fluorescence; actives lie on both sides; B-score at 10 µM; 2% of 130,000 active;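 active = signal ratio slope over the read window, or its plate-corrected B-score, at least 3 SD from the plate mean, either direction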;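 note: B-score of the F/F0 ratio slope over 7 to 12 s after thallium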
PMI act satM6P: increases human PMI activity with near-saturating mannose 6-phosphate. AID 1216. coupled PMI enzyme assay, resazurin fluorescence, 20 min; hits give high values; 1 = untreated enzyme, 0 = substrate-free blank. 0.34% of 190,000 active. P34949. activation factor at 20 µM;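 active = activation factor of 2 or more at 20 µM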
Target sequence (P34949 whole entry, looked up): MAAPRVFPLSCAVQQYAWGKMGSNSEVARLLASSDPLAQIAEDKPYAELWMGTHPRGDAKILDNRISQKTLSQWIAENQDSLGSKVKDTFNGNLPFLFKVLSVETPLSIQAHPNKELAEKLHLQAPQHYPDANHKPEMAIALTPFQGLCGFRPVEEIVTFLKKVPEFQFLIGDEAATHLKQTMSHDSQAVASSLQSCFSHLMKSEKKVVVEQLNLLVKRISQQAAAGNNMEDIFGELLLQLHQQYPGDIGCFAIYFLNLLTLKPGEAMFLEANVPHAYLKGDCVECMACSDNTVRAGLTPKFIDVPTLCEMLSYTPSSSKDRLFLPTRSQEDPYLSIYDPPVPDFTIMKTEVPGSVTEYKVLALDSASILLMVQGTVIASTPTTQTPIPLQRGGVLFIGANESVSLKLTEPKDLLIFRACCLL
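Material: human phosphomannose isomerase with PGI, G6PDH, diaphorase coupling enzymes / Reagent: Man-6-P substrate 1.0 mM / Dosing: single compound dose of 20 µM, 1% DMSO final / Incubation: enzyme reaction with compound 20 min at room temperature / Signal: resorufin fluorescence (Ex 544/Em 590 nm) from resazurin via diaphorase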
S1P3 antagonist: blocks the human S1P3 receptor; CHO S1P3 NFAT-BLA reporter, FRET fluorescence, antagonist mode; inhibition, % at 4.98 µM; 0.27% of 170,000 active;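 active = inhibition above the plate cutoff, the mean inhibition of test wells on that plate plus 3 SD, cut at about 28% in these data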;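 note: cells challenged with S1P at its EC80 of 0.8 µM; blue over green emission ratio from cleaved BLA substrate after 4 h stimulation; 0% = S1P-stimulated wells and 100% = unstimulated DMSO-only wells; some compounds past the cut are filed as inactive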
Target sequence (Q99500 whole entry, looked up): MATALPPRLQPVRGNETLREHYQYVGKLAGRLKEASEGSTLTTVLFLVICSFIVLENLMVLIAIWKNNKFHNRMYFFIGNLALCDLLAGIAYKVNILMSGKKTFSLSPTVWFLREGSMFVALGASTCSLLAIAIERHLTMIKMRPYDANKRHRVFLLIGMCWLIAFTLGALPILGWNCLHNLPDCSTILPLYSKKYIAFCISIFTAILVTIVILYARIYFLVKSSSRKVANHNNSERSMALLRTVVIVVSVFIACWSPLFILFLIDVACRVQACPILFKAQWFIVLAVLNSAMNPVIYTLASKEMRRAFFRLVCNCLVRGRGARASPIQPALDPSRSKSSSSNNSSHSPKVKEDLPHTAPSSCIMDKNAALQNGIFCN
G6PDH counter: counter-screen for G6PDH assay hits: L. mesenteroides G6PDH inhibition; 0.12% of 200,000 active; inhibition, % at 5 µM; Purified L. mesenteroides G6PDH, diaphorase/resazurin coupled fluorescence, 45 min; AID 1020; in the data active = inhibition above about 50%
SRC2 TRFRET art: flags TR-FRET format artefacts in PPARgamma SRC-2 recruitment agonist screen; TR-FRET ratio at 8 µM; 0.4% of 200,000 active; TR-FRET artefact counter-screen; hits give high values; in the data active = TR-FRET ratio above about 2000; note: inactives centre near 1500
PPARg SRC2 recr: PPARgamma-driven SRC-2 recruitment agonism; P37231; 0.34% of 200,000 active; PPARgamma LBD-SRC-2 recruitment, biochemical; AID 1032; activation, % at 8 µM; in the data active = activation above about 22%;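 note: 0% = vehicle and 100% = reference agonist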
Diaphorase inh: counter-screen for diaphorase-based assays: diaphorase inhibitors and chemical oxidizers. diaphorase resazurin-to-resorufin fluorescence, NADH, 16 min; bacterial (C. kluyveri) enzyme, not human. inhibition, % at 20 µM. 0.69% of 190,000 active;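 active = primary screen inhibition at 20 µM above a set limit, cut at about 50% in these data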;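 note: plate controls were DMSO with full reaction for no effect and wells lacking NADH for full effect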
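Test system: bacterial diaphorase enzyme (C. kluyveri); Quantity: 0.14 U/mL diaphorase, enzyme working solution; Times: reaction incubation of 16 min at room temperature; Measured by: fluorescence of resorufin formed from resazurin, Ex 544/Em 590 nm; Benchmarks: positive control minus NADH, DMSO neutral control.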
PMI act: activators of human phosphomannose isomerase. P34949. purified human PMI, coupled resazurin fluorescence, 20 min; hits give high values; 1 = vehicle control, 0 substrate-free wells. activation factor at 20 µM. AID 1214. 0.005% of 190,000 active;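 active = activation factor of 2 or more at 20 µM, relative to plate controls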
Diaphorase act: counter-screen for diaphorase-based assays: diaphorase activators and chemical reducers. activation factor at 20 µM. AID 1229. 0.005% of 190,000 active. Diaphorase/resazurin coupled assay, resorufin fluorescence, 16 min; hits give high values; 1 = vehicle wells, 0 = NADH-free wells;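 active = diaphorase activity raised at least twofold by the compound at 20 µM; inactive = activation factor below 2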
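Material: Clostridium kluyveri diaphorase, purified enzyme; Quantity: enzyme 0.07 U/mL final; Medium: HEPES pH 7.4 buffer with MgCl2 and Tween 20; Dosing: single compound dose of 20 µM, 1% DMSO final; Schedule: 16 min reaction at room temperature; Measured by: red resorufin fluorescence at 544/590 nm excitation/emission.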
The depositor's hits bear a star; nt = no result given.

SMILES	PPARg SRC-1 ag	PPARg SRC-3 ag	ROMK mod	PMI act satM6P	S1P3 antagonist	G6PDH counter	SRC2 TRFRET art	PPARg SRC2 recr	Diaphorase inh	PMI act	Diaphorase act
Cn1c(=O)c2c(nc(CN3CCC(Cc4ccccc4)CC3)n2CCN2CCOCC2)n(C)c1=O	8	-1	nt	1	25	6	1659	11	14	1	0.9
Cc1c(C(=O)NCc2cccnc2)oc2ccccc12	2	-11	nt	0.9	-39	17	1451	1	12	0.9	0.9
COc1cccc(C2N(c3cccc(Cl)c3)C(=O)C3CCCN32)c1 (stereo not given)	3	11	nt	0.9	-5	-6	1558	6	5	0.9	0.9
CC(=O)N1CCN(c2ccc(NCc3cccs3)cc2)CC1	-4	6	0.051	1	-20	-2	1668	2	8	0.9	0.9
CC1CCC(NCc2ccco2)CC1 (stereo not given)	-3	-2	0.15	1.1	nt	13	1416	4	2	0.9	1
O=C(O)CCCCCNS(=O)(=O)c1ccc(Cl)cc1	-9	-7	nt	1	-10	0	1587	-2	9	1	0.9
Cc1ccc(CNC(=O)C(=O)NCC2CCCO2)cc1 (stereo not given)	0	6	0.58	0.9	nt	10	1383	11	-3	1	1
O=C(COC(=O)C1=COCCO1)Nc1cc(S(=O)(=O)N2CCCCC2)ccc1Cl	9	0	0.04	1	-10	-3	1638	0	9	1.1	0.9
O=C(Nc1ccc2ccccc2c1)N1CCN(c2ncccc2C(F)(F)F)CC1	7	13	-3.9*	0.5	6	-2	1692	0	23	0.7	0.8
COC(=O)C1C2C=CC3(CN(CCc4ccccc4)C(=O)C13)O2 (stereo not given)	7	-11	nt	1.1	16	6	1458	1	-9	1.1	1.1

A different layout for part of the listing above:
Below each SMILES – PPARg SRC-1 ag | PPARg SRC-3 ag | ROMK mod | PMI act satM6P | S1P3 antagonist | G6PDH counter | SRC2 TRFRET art | PPARg SRC2 recr | Diaphorase inh | PMI act | Diaphorase act
Cn1c(=O)c2c(nc(CN3CCC(Cc4ccccc4)CC3)n2CCN2CCOCC2)n(C)c1=O
    8 | -1 | nt | 1 | 25 | 6 | 1659 | 11 | 14 | 1 | 0.9
Cc1c(C(=O)NCc2cccnc2)oc2ccccc12
    2 | -11 | nt | 0.9 | -39 | 17 | 1451 | 1 | 12 | 0.9 | 0.9
COc1cccc(C2N(c3cccc(Cl)c3)C(=O)C3CCCN32)c1 (stereo not given)
    3 | 11 | nt | 0.9 | -5 | -6 | 1558 | 6 | 5 | 0.9 | 0.9
CC(=O)N1CCN(c2ccc(NCc3cccs3)cc2)CC1
    -4 | 6 | 0.051 | 1 | -20 | -2 | 1668 | 2 | 8 | 0.9 | 0.9
CC1CCC(NCc2ccco2)CC1 (stereo not given)
    -3 | -2 | 0.15 | 1.1 | nt | 13 | 1416 | 4 | 2 | 0.9 | 1

Continuation:
SMILES	PPARg SRC-1 ag	PPARg SRC-3 ag	ROMK mod	PMI act satM6P	S1P3 antagonist	G6PDH counter	SRC2 TRFRET art	PPARg SRC2 recr	Diaphorase inh	PMI act	Diaphorase act
NC(=O)c1nn(-c2cccc(Cl)c2)c(=O)cc1O	-3	2	nt	1	nt	-1	1635	-1	5	1	1
CC(Oc1ccc(Cl)cc1Cl)C(=O)/C=C/N(C)C (stereo not given)	1	3	nt	1	nt	7	1532	0	8	1.1	0.9
Cc1ccc(-n2c([C@@H]3C[C@H]3c3ccccc3)n[nH]c2=S)cc1	-5	-1	nt	0.9	-2	8	1444	5	18	0.8	0.8
O=C(Nc1ccc(Cl)cc1)N1CCN(c2ncccn2)CC1	0	-2	-1.4	1	2	12	1504	-3	2	1	1
Cc1ccc(-n2nnnc2SCc2nc3sc(C)c(C)c3c(=O)[nH]2)cc1	-1	4	0.094	1	-22	-27	1714	7	7	0.9	0.9
Brc1cccc(/C=N/Nc2nn[nH]n2)c1	-3	3	0.31	1	-4	5	1715	-6	8	1.1	0.9
O=C(c1ccc(F)cc1)n1c(NCc2ccccc2)n[nH]c1=S	6	4	-0.16	0.9	4	17	1619	4	-3	0.9	1
CC1(C)C(c2ccccc2)=NC(c2ccccc2)N1O (stereo not given)	1	-2	nt	1.3	-15	4	1664	6	6	1.1	0.9
CCCCOc1cccc(NC(=O)CSc2nccn2C)c1	-2	2	nt	0.9	17	-12	1332	-8	13	0.9	0.9
COc1cccc(-n2c(CNC(=O)OC(C)(C)C)n[nH]c2=S)c1	8	4	nt	1.1	-4	9	1858	11	-20	1.1	1.2
Cc1ccc(C(=O)NCCN2CCCC2)cc1	4	5	-0.25	1	nt	4	1456	-2	9	1	0.9
CN(C)c1ccc(/C=C/c2cc[n+](C)cc2)cc1	9	8	-7.3*	1.1	nt	0	1364	4	-3	1	1
CC(C)=Cc1oc2ccc([N+](=O)[O-])cc2c1N1CC(C)OC(C)C1 (stereo not given)	4	-4	-0.45	1	-5	3	1533	8	19	1.1	0.8
O=C(NCc1ccncc1)C(=O)Nc1nc2ccccc2s1	11	4	0.25	1	0	11	1616	12	19	1	0.8
O=C(OCc1cc2ccccc2[nH]c1=O)C1CCCO1 (stereo not given)	-10	-8	nt	0.9	-21	-3	1406	-5	15	0.9	0.9
CCCNC(=O)OCc1cccnc1Sc1ccc(C)cc1	-4	0	-0.92	1	4	6	1655	-1	14	1	0.9
COc1ccc(C(=O)CN(C(=O)c2ccc(Cl)cc2)N2C(=O)c3ccccc3C2=O)cc1	-2	3	nt	0.9	nt	0	1465	4	13	0.9	0.9
CCOC(=O)Nc1ccc2c(c1)N(C(=O)N(C)C)c1ccccc1CC2	-2	4	nt	0.9	-24	-2	1517	2	7	0.9	0.9
Cc1ccc(C(=O)O)cc1-c1ccc(/C=C2\SC(=O)N(CC(=O)Nc3ccccc3)C2=O)o1	1	-1	0.33	1	-4	9	1384	-2	57*	1.1	0.4
Cc1cccc2cc(C(c3nnnn3C(C)(C)C)N3CCN(C(=O)c4ccco4)CC3)c(=O)[nH]c12 (stereo not given)	7	0	nt	1.1	-11	-12	1433	0	8	1	0.9
CCCOc1ccc([N+](=O)[O-])cc1C1NC(=S)NC(c2ccccc2)=C1C(=O)OCC (stereo not given)	-2	9	nt	0.9	nt	4	1486	4	17	0.9	0.8
CC(C)c1nc2oc3ccccc3c(=O)c2c(=O)n1-c1ccccc1	-1	-4	nt	0.9	nt	3	1342	-8	10	0.9	0.9
CCC(Sc1nc(-c2ccccc2)c(C#N)c(=O)[nH]1)C(=O)Nc1cc(C)on1 (stereo not given)	8	-1	nt	1	11	15	1842	18	8	1	0.9
CSCCC(NC(N)=O)C(=O)N(C)CC(=O)Nc1cc(C)ccc1C (stereo not given)	4	5	-0.36	1	nt	-1	1548	1	6	1	0.9
Cn1c(NC(=O)C[n+]2cc(-c3ccc(F)cc3)n3c2CCC3)cc(=O)n(C)c1=O	-2	9	-0.28	1.2	-14	0	1583	11	12	1	0.9
CCOc1ccc2nc3c(cc2c1)CN(CCOC)C(=NC)S3	1	8	nt	0.8	nt	10	1553	6	19	0.9	0.8
CC(C)COC(=O)NCC12C=CC(O1)C1C(=O)N(c3ccc(Cl)cc3)C(=O)C12 (stereo not given)	4	0	nt	1.4	-12	1	1729	0	14	1.2	0.9
CCOc1ccc(N2C(=O)CC(SC(=NC)Nc3cccc(OC)c3)C2=O)cc1 (stereo not given)	3	-1	nt	nt	6	12	1577	4	nt	nt	nt
C=CCn1c(NCc2ccc3c(c2)OCO3)nc2ccccc21	7	0	1.2	1	-14	3	1605	-1	0	1	1
CCOC(=O)N1CCN(Cc2nc3c(c(=O)n(C)c(=O)n3C)n2Cc2cccc3ccccc23)CC1	nt	nt	nt	1	-50	10	nt	nt	9	1	0.9
CC1CC(=O)N(Cc2ccccc2)c2ccccc2N1C=O (stereo not given)	11	6	0.78	1.1	1	2	1674	3	-4	1	1
CCOC(=O)c1c(N)sc2c1C1CCN2CC1	-4	-3	nt	0.9	0	0	1502	5	12	1	0.9
COc1ccc(S(=O)(=O)N2CCOCC2)cc1NC(=O)COc1cccnc1[N+](=O)[O-]	1	4	-0.34	0.9	-14	2	1704	0	3	1	1
O=C(Cn1cc([N+](=O)[O-])cn1)Nc1ccn(Cc2c(F)c(F)cc(F)c2F)n1	5	5	-0.61	1	nt	9	1618	-1	0	1	1
COc1ccc(N2CCN(c3ncccc3C#N)CC2)cc1	12	-1	nt	0.8	-16	-3	1665	0	17	0.8	0.8
CCn1cc(C(=O)NNC(=O)c2ccc(Cl)cc2)c(=O)c2ccc(C)nc21	2	1	-0.011	0.9	-25	6	1459	11	-1	0.9	1
Cc1[nH]oc(=O)c1N=Nc1ccccc1	-3	-2	-0.97	1.2	-8	6	1455	-12	7	1.2	0.9
O=C(O)c1ccc(-n2cccc2/C=C2/NC(=O)N(c3cccc(Cl)c3)C2=O)cc1	3	6	nt	1.2	-15	6	1350	0	31	1.2	0.7
COc1ccc(OC)c(NC(=O)C2CCCN2C(=O)C2CCC(C)CC2)c1 (stereo not given)	2	2	nt	0.9	-26	2	1588	4	13	1	0.9
Cc1ccc(CSCCNC(=O)/C=C/c2ccc(Cl)cc2)cc1	0	-8	-0.13	1	nt	2	1543	0	13	1	0.9
Cn1c(=O)[nH]c(=O)c2c1nc(N1CCOCC1)n2CCCSc1ncccn1	2	5	nt	1	-30	10	1533	4	-6	1.1	1.1
CCOc1ccc(/C=C2\SC(=O)N(CCNC(=O)C3COc4ccccc4O3)C2=O)cc1OC (stereo not given)	0	-2	-1.7	0.8	-3	-1	1619	-6	23	0.7	0.8
COc1ccc(-c2[nH]nc3c2C(c2ccsc2)C(C#N)=C(N)O3)cc1 (stereo not given)	0	-7	nt	0.8	nt	4	1547	-6	26	0.8	0.7
O=C(COC(=O)Cc1cccc(C(F)(F)F)c1)Nc1ccccc1	6	4	nt	1	-10	1	1661	3	1	0.9	1
COc1ccc(CNC(=O)COc2cc(=O)n(C)c3ccccc23)cc1	3	-1	nt	1.1	-4	14	1672	4	-3	1.2	1
CC1CCCN(C(=O)CSc2nnc(-c3c[nH]c4ccccc34)o2)C1 (stereo not given)	0	-2	0.34	1	-21	10	1429	-1	15	1	0.8
Cc1ccc(NC(=O)COc2cccnc2[N+](=O)[O-])cc1S(=O)(=O)N1CCOCC1	-3	-1	1.6	1	3	5	1536	-6	-1	1.1	1
FC(F)(F)c1cccc(NC(=S)NCc2ccccc2)c1	0	8	-1.1	0.9	nt	5	1249	-3	22	0.8	0.8
CSc1ccccc1-c1nnc(-c2ccc(Cl)cc2Cl)o1	2	7	-0.58	0.8	nt	3	1526	3	19	0.8	0.8
